High-throughput results deposited in PubChem BioAssay by several laboratories.
Diaph act CS = counter-screen for diaphorase-based assays: diaphorase activators and chemical reducers. Diaphorase/resazurin coupled assay, resorufin fluorescence, 16 min; stronger effect = higher value; 1 = vehicle wells, 0 = NADH-free wells. activation factor at 20 µM. 0.005% of 190,000 active;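 active = diaphorase activity raised at least twofold by the compound at 20 µM; inactive = activation factor below 2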
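Material: purified diaphorase enzyme from Clostridium kluyveri / Medium: HEPES pH 7.4 buffer with MgCl2 and Tween 20 / Schedule: enzyme reaction of 16 min at room temperature / Measured by: resorufin fluorescence, excitation 544 nm, emission 590 nm / Evaluation: rise in resorufin formation, marking diaphorase activation or chemical reduction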
PMI act hi M6P = activators of human phosphomannose isomerase at near-saturating mannose 6-phosphate; P34949; coupled PMI enzyme assay, resazurin fluorescence, 20 min; stronger effect = higher value; 1 = untreated enzyme, 0 = substrate-free blank; activation factor at 20 µM; 0.34% of 190,000 active;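 active = activation factor of 2 or more at 20 µM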
Target sequence (P34949 whole entry, looked up): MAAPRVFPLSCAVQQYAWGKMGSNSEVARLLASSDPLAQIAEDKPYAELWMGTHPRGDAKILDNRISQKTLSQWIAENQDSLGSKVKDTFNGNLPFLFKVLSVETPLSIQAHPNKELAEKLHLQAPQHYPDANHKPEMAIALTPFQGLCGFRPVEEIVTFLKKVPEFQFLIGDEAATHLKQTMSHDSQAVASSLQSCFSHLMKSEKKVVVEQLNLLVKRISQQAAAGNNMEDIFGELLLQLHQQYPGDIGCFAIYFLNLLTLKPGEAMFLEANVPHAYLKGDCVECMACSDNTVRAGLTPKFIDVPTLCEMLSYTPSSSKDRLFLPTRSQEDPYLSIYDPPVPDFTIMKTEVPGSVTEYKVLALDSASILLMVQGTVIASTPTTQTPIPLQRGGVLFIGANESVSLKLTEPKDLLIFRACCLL
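Technique: Diaphorase-driven resazurin-to-resorufin fluorescence, excitation 544, emission 590 nm | Assay system: Human PMI in coupled enzyme assay | Times: Enzyme reaction with compound 20 min at room temperature | Medium: HEPES-buffered pH 7.4 with magnesium and detergent | Reagent: Mannose-6-phosphate 1.0 mM (near-saturating) plus 0.22 mM NADP+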
RAM network inh = inhibitors of the yeast RAM network; AID 868; S. cerevisiae dse1pr::URA3 reporter, 5-FOA growth OD615, 2 d; analog-sensitive cbk1-as2 kinase mutant strain; inhibition, % at 50 µM; 1.8% of 190,000 active;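 active = inhibition above a set limit, 3 SD over mean compound inhibition, cut at about 8.4% in these data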;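 note: 0% = DMSO-only wells with no growth and 100% = 10 µM 1-NA-PP1 full growth; inhibition rescues growth on 5-FOA so higher OD means more RAM inhibition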
Redox H2O2 prof = compounds producing H2O2 with reducing agent – biochemical, NIH compound library profiling, artefact control for MLSCN library redox annotation, primary screen | DTT-dependent redox cycling H2O2, phenol red/HRP absorbance; 100% = 100 µM peroxide control, 0% = buffer | activation, % at 10 µM | 0.03% of 200,000 active;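 active = activation of at least 50% relative to the plate's high and low controls in the primary single-dose screen; inactive = activation below 50%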;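 note: compound incubated with DTT at 0.8 mM final as the reducing agent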
PMI act = phosphomannose isomerase (human) activation. P34949. purified human PMI, coupled resazurin fluorescence, 20 min; stronger effect = higher value; 1 = vehicle control, 0 substrate-free wells. activation factor at 20 µM. 0.005% of 190,000 active;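 active = activation factor of 2 or more at 20 µM, relative to plate controls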
G6PDH counter = inhibits Leuconostoc G6PDH, flagging false hits in G6PDH-based assays | Purified L. mesenteroides G6PDH, diaphorase/resazurin coupled fluorescence, 45 min | inhibition, % at 5 µM | 0.12% of 200,000 active | AID 1020
Lmaj promast = Leishmania major promastigote growth inhibition; AID 1063; inhibition, % at 10 µM; Leishmania major promastigotes, resazurin fluorescence viability; 9% of 200,000 active;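 note: promastigotes grown with compound for 44 hours at 28 °C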
Hsp70 activator = Hsp70 transcriptional activation, primary screen | activation, % at 10 µM | 0.04% of 200,000 active | HeLa Hsp70 promoter luciferase reporter, luminescence; scaled: vehicle 0, proteasome-inhibitor control 100% | AID 1203;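 active = activation above the mean across all tested compounds plus 3 SD, cutoff set per campaign, cut at about 5.5% in these data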;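 note: 100% = MG132 at 30 µM as the positive control and 0% = DMSO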
TLR4 MyD88 comp = blocks binding of human TLR4 to MyD88; O00206+Q99836; HeLa CL3-4 TLR4/MyD88 BLA complementation, FRET ratio; inhibition, % at 8.4 µM; 0.18% of 200,000 active; AID 861; in the data active = inhibition above about 25%;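 note: 0% = vehicle and 100% = reference inhibitor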
S1P3 antagonist = S1P3 (human) receptor antagonism. inhibition, % at 4.98 µM. CHO S1P3 NFAT-BLA reporter, FRET fluorescence, antagonist mode. Q99500. 0.27% of 170,000 active;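 active = inhibition above the plate cutoff, the mean inhibition of test wells on that plate plus 3 SD, cut at about 28% in these data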;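 note: cells challenged with S1P at its EC80 of 0.8 µM; blue over green emission ratio from cleaved BLA substrate after 4 h stimulation; 0% = S1P-stimulated wells and 100% = unstimulated DMSO-only wells; some compounds past the cut are filed as inactive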
Target sequence (Q99500 whole entry, looked up): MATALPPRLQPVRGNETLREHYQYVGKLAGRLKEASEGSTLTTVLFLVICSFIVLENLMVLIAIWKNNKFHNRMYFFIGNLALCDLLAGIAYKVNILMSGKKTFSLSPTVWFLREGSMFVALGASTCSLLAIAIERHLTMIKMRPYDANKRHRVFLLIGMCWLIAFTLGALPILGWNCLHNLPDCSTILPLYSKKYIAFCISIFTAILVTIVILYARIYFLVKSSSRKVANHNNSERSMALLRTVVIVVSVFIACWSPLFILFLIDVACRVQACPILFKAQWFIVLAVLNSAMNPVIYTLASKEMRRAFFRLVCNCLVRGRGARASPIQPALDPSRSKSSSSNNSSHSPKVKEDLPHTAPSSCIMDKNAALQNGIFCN
Diaph inh CS = counter-screen for diaphorase-based assays: diaphorase inhibitors and chemical oxidizers. diaphorase resazurin-to-resorufin fluorescence, NADH, 16 min; bacterial (C. kluyveri) enzyme, not human. inhibition, % at 20 µM. 0.69% of 190,000 active. AID 1217;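 active = primary screen inhibition at 20 µM above a set limit, cut at about 50% in these data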;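 note: plate controls were DMSO with full reaction for no effect and wells lacking NADH for full effect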
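Assay system – diaphorase enzyme from Clostridium kluyveri · Amount – diaphorase 0.14 U/mL (working solution) · Times – reaction incubation of 16 min at room temperature · Controls – No-NADH positive control and DMSO neutral control · Signal – resorufin fluorescence 544/590 nm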
The depositor's hits bear a star. Cut-off read from the data, not from the text of the source, unless noted: active = inhibition above about 50%; inactive = the rest.

Screening O=C(O)C1Sc2[nH]c(=O)sc2C2c3ccc(O)cc3OC(=O)C12 (stereo unspecified) returned Diaph act CS 0.8, PMI act hi M6P 0.4, RAM network inh 2.4, Redox H2O2 prof 11, PMI act 0.8, G6PDH counter 3, Lmaj promast -11, Hsp70 activator -0.4, TLR4 MyD88 comp -2, S1P3 antagonist 8 and Diaph inh CS 20.
For O=C(O)c1cc(S(=O)(=O)N2CCOCC2)ccc1N1CCCCC1 the results were Diaph act CS 1, PMI act hi M6P 1.1, RAM network inh 0.2, Redox H2O2 prof -0.1, PMI act 1.2, G6PDH counter 3, Lmaj promast 4, Hsp70 activator -0.3, TLR4 MyD88 comp 4, S1P3 antagonist -6 and Diaph inh CS 3.
For CCCN1CCN(C(=O)Cn2cnc3ccc(S(=O)(=O)N4CCC(C)CC4)cc3c2=O)CC1 the results were Diaph act CS 0.9, PMI act hi M6P 1, RAM network inh 1.6, Redox H2O2 prof -1.1, PMI act 1, G6PDH counter 3, Lmaj promast 93*, Hsp70 activator 0.1, TLR4 MyD88 comp -16, S1P3 antagonist 3 and Diaph inh CS 5.
Screening O=C(NCc1nc2ccccc2[nH]1)C1=C[C@H](c2ccccc2)C[C@H](OCc2ccc(CO)cc2)O1 returned Diaph act CS 0.9, PMI act hi M6P 0.9, RAM network inh -1.4, Redox H2O2 prof 0.6, PMI act 0.9, G6PDH counter 9, Lmaj promast 14, Hsp70 activator -0.1, TLR4 MyD88 comp -28, S1P3 antagonist 11 and Diaph inh CS 11.
`COc1cc(C2CC(=O)n3c(nc4ccccc43)S2)cc(OC)c1OC` (stereo unspecified) gave Diaph act CS 0.9, PMI act hi M6P 0.7, RAM network inh 5.2, Redox H2O2 prof -0.5, PMI act 1, G6PDH counter -2, Lmaj promast -3, Hsp70 activator 0.6, TLR4 MyD88 comp -7 and Diaph inh CS 9.
O=C(NC1CCCC1)C1CCN(c2cnccn2)CC1 was read as Diaph act CS 1.1, PMI act hi M6P 1, RAM network inh -0.2, Redox H2O2 prof -0.3, PMI act 1, G6PDH counter -4, Lmaj promast 5, Hsp70 activator 0.3, TLR4 MyD88 comp -12, S1P3 antagonist -6 and Diaph inh CS -6.
COC(=O)[C@H](C)NC(=O)Nc1ccccc1F was read as Diaph act CS 0.9, PMI act hi M6P 1, RAM network inh -0.1, Redox H2O2 prof 0.5, PMI act 1, G6PDH counter -4, Lmaj promast -5, Hsp70 activator -0.3, TLR4 MyD88 comp 15, S1P3 antagonist 6 and Diaph inh CS 7.
`CCN(CCn1cccn1)C(=O)CC1C(=O)NCCN1Cc1ccc(F)cc1` (stereo unspecified) gave Diaph act CS 0.9, PMI act hi M6P 0.9, RAM network inh 2.2, Redox H2O2 prof -0.7, PMI act 1, G6PDH counter 1, Lmaj promast 1, Hsp70 activator -0.2, TLR4 MyD88 comp -16, S1P3 antagonist -26 and Diaph inh CS 5.
For COc1ccccc1Nc1nc(N)nc(CN2CCCCCC2)n1 the results were Diaph act CS 1, PMI act hi M6P 1.1, RAM network inh 2.6, Redox H2O2 prof 1.6, PMI act 1, G6PDH counter -3, Lmaj promast 4, Hsp70 activator -0.2, TLR4 MyD88 comp 8, S1P3 antagonist 37 and Diaph inh CS 2.
Screening Cc1cc(O)c(C=Nc2cccc(Cl)c2)c(=O)o1 returned Diaph act CS 0.9, PMI act hi M6P 1.2, RAM network inh -1.3, Redox H2O2 prof -1.0, PMI act 1.1, G6PDH counter -7, Lmaj promast -10, Hsp70 activator 1.2, TLR4 MyD88 comp 7, S1P3 antagonist 19 and Diaph inh CS 12.
COc1cccc(C2CC(c3ccccc3C)n3nc(N)nc3N2)c1 (stereo unspecified) was read as Diaph act CS 0.9, PMI act hi M6P 0.9, RAM network inh 1.8, Redox H2O2 prof -1.2, PMI act 0.9, G6PDH counter -9, Lmaj promast -3, Hsp70 activator -0.3, TLR4 MyD88 comp 16, S1P3 antagonist -20 and Diaph inh CS 6.
For Cc1ccc(NS(=O)(=O)c2ccc3c(c2)NC(=O)CC(=O)N3)cc1C the results were Diaph act CS 1, PMI act hi M6P 1.1, RAM network inh 0.4, Redox H2O2 prof -0.3, PMI act 1.1, G6PDH counter 1, Lmaj promast -8, Hsp70 activator -0.3, TLR4 MyD88 comp -7, S1P3 antagonist -9 and Diaph inh CS -2.
CCc1ccc2oc(=O)cc(CN3CCOCC3)c2c1 was read as Diaph act CS 0.8, PMI act hi M6P 0.9, RAM network inh 0.7, Redox H2O2 prof -1.3, PMI act 0.9, G6PDH counter 7, Lmaj promast -6, Hsp70 activator -0.4, TLR4 MyD88 comp -6, S1P3 antagonist 16 and Diaph inh CS 18.
O=c1[nH]c(/C=C\c2cccnc2)c([N+](=O)[O-])c(=O)[nH]1 was read as Diaph act CS 1, PMI act hi M6P 0.8, RAM network inh 1.1, Redox H2O2 prof -1.4, PMI act 1.1, G6PDH counter 2, Lmaj promast -4, Hsp70 activator -0.1, TLR4 MyD88 comp -23, S1P3 antagonist 1 and Diaph inh CS 1.
Screening CC1CCCC(C)N1NC(=S)Nc1ccc(OC(F)F)cc1 (stereo unspecified) returned Diaph act CS 1.1, PMI act hi M6P 1.2, RAM network inh -0.9, Redox H2O2 prof -0.2, PMI act 1, G6PDH counter 13, Lmaj promast -4, Hsp70 activator 2.2, TLR4 MyD88 comp -5, S1P3 antagonist 10 and Diaph inh CS -9.
Screening COC(=O)c1cnn(C(=O)c2cc(OC)ccc2Br)c1N returned Diaph act CS 0.8, PMI act hi M6P 0.9, RAM network inh 0.8, Redox H2O2 prof 0.8, PMI act 0.9, G6PDH counter 1, Lmaj promast -6, Hsp70 activator 0.1, TLR4 MyD88 comp -16, S1P3 antagonist -11 and Diaph inh CS 23.
For COc1cc(-c2nc(-c3ccc4c(c3)-c3ccccc3S4(=O)=O)c(-c3ccccc3)[nH]2)cc(OC)c1OC the results were Diaph act CS 0.7, PMI act hi M6P 0.8, RAM network inh 6.3, Redox H2O2 prof -1.4, PMI act 0.8, G6PDH counter -3, Lmaj promast 99*, Hsp70 activator -0.1, TLR4 MyD88 comp 15 and Diaph inh CS 26.
Screening CNc1oc(-c2ccccc2Cl)nc1C#N returned Diaph act CS 0.8, PMI act hi M6P 1, RAM network inh 1.1, Redox H2O2 prof -0.3, PMI act 1, G6PDH counter 5, Lmaj promast 7, Hsp70 activator -0.1, TLR4 MyD88 comp 8 and Diaph inh CS 18.
For O=C(O)CSC12CC3CC(C1)CC(C(=O)O)(C3)C2 the results were Diaph act CS 1, PMI act hi M6P 1.1, PMI act 1, G6PDH counter 2, S1P3 antagonist -6 and Diaph inh CS 3.
Screening C/C(=N\Nc1ccc(S(=O)(=O)Nc2ccccc2)cc1[N+](=O)[O-])c1ccc(N2CCOCC2)cc1 returned Diaph act CS 0.8, PMI act hi M6P 1, RAM network inh 3.8, Redox H2O2 prof 0.2, PMI act 0.9, G6PDH counter 7, Lmaj promast 7, Hsp70 activator 0.0, TLR4 MyD88 comp 4, S1P3 antagonist -8 and Diaph inh CS 17.
For O=C(CCC(=O)Nc1ccccc1)NNC(=O)CCc1ccccc1 the results were Diaph act CS 1, PMI act hi M6P 1.1, RAM network inh 2.8, Redox H2O2 prof 0.0, PMI act 1, G6PDH counter 2, Lmaj promast -10, Hsp70 activator -0.1, TLR4 MyD88 comp -1, S1P3 antagonist 6 and Diaph inh CS 3.
`Cc1c(C2C(C#N)=C(N)OC3=C2C(=O)CCC3)cnn1C` (stereo unspecified) gave Diaph act CS 0.9, PMI act hi M6P 1, RAM network inh -1.2, Redox H2O2 prof 0.0, PMI act 1, G6PDH counter 6, Lmaj promast -2, Hsp70 activator -0.4, TLR4 MyD88 comp -5, S1P3 antagonist 6 and Diaph inh CS 13.
Screening Cc1csc(Nc2ccccc2)[n+]1C returned Diaph act CS 0.9, PMI act hi M6P 1.2, RAM network inh 2.1, Redox H2O2 prof -0.2, PMI act 1.2, G6PDH counter 1, Lmaj promast -5, Hsp70 activator 0.0, TLR4 MyD88 comp 4, S1P3 antagonist -12 and Diaph inh CS 12.
`C=CCn1c(C)nc2ccccc2c1=O` gave Diaph act CS 0.9, PMI act hi M6P 0.9, RAM network inh -1.0, Redox H2O2 prof -0.6, PMI act 0.9, G6PDH counter 15, Lmaj promast -2, Hsp70 activator -0.1, TLR4 MyD88 comp -6, S1P3 antagonist -2 and Diaph inh CS 12.
For Cc1ccc(CSc2ncnc3c2cnn3Cc2ccccc2)cc1 the results were Diaph act CS 0.9, PMI act hi M6P 1, RAM network inh 0.2, Redox H2O2 prof 0.1, PMI act 0.9, G6PDH counter 6, Lmaj promast 4, Hsp70 activator 0.4, TLR4 MyD88 comp 10 and Diaph inh CS 10.
C(=N\Nc1nc(N2CCOCC2)nc(N2CCOCC2)n1)/c1ccncc1 was read as Diaph act CS 0.9, PMI act hi M6P 1, RAM network inh -0.1, Redox H2O2 prof 0.0, PMI act 0.9, G6PDH counter -8, Lmaj promast -6, Hsp70 activator -0.5, TLR4 MyD88 comp 2, S1P3 antagonist -2 and Diaph inh CS 6.
CN(C)/N=C/c1ccc(OC(=O)c2cccc([N+](=O)[O-])c2)cc1 was read as RAM network inh -0.7, Redox H2O2 prof -1.1, G6PDH counter 12, Lmaj promast -4, Hsp70 activator -0.2, TLR4 MyD88 comp 0 and S1P3 antagonist -19.
CCc1cc2c(=O)c(-c3ccc(F)cc3)c(C)oc2cc1OCC(=O)O was read as Diaph act CS 0.9, PMI act hi M6P 1, RAM network inh 1.2, Redox H2O2 prof 0.7, PMI act 1, G6PDH counter 3, Lmaj promast -5, Hsp70 activator 0.1, TLR4 MyD88 comp 2, S1P3 antagonist 1 and Diaph inh CS 8.
`O=C(CSc1nc2c(sc3ccccc32)c(=O)n1CCCN1CCOCC1)NCC1CCCO1` (stereo unspecified) gave Diaph act CS 1, PMI act hi M6P 1, RAM network inh -1.2, Redox H2O2 prof 1.2, PMI act 1.1, G6PDH counter 9, Lmaj promast 2, Hsp70 activator 0.1, TLR4 MyD88 comp -3, S1P3 antagonist 8 and Diaph inh CS 1.
